# HT1080 IDH1KD tx – HT-1080 IDH1 knockdown cell toxicity (counter line); HT-1080 IDH1 knockdown viability, ATP luminescence, 48 h; Potency, µM (series often up to 46.1 µM), for the others: at the highest dose activity, negative = toxicity, actives largely listed as cytotoxic; hit rate 2% among 360,000; AID 686971;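 also: potency is read from the fitted curve at half-maximal effect; 0% = DMSO wells and -100% = cell-free medium wells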
#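 Using the IDH1-knockdown HT-1080 line run in the same batch and compound series as the NT line, viability after 48 h at 37 °C was determined by CellTiter-Glo luminescence and expressed as % activity.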
# KB-V1 cytotox – kills drug-selected multidrug resistant KB-V1 cells; KB-V1 MDR cells viability, CellTiter-Glo, 72 h; hit rate 3.4% among 400,000; AID 1347076; Potency, µM (titrated, usually from 46.1 µM), inactives show top-dose activity change, negative = cytotoxicity, most hits filed as cytotoxic; also: potency is read from the fitted curve at half-maximal effect; % is scaled to controls: 0 for no effect and ±100 for the full control effect; nearly all actives have a fitted effect of over 60% in size
#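 Cytotoxicity via CellTiter-Glo luminescence after 72 h compound exposure at 37 degrees C. Cells: drug-selected KB-V1 line, DMEM phenol-red free plus 10% FBS. Compounds tested at multiple concentrations; normalized data fitted to concentration-effect curves.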
# IL-1B inflam inh – inhibitors of inflammasome signaling (IL-1 beta secretion). AID 743279. hit rate 4.7% among 360,000. activity change, % at 57.5 µM. THP-1 LPS/ATP IL-1B secretion, AlphaLISA, 16 h; stronger effect = lower value; in the data active = activity change below about -50%; inconclusive = mostly about -30% to -49%; also: % is scaled to controls: 0 for no effect and ±100 for the full control effect
#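 Secreted IL-1B measured by AlphaLISA bead assay after 16 h compound exposure of THP-1 cells; compounds (final up to 57.5 uM) added 1 h before LPS (250 ng/mL) and ATP (1.25 mM) stimulation; lower signal means less secretion.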
# SW480 rerep – induces DNA re-replication in SW480 colon adenocarcinoma cells | SW480 DNA re-replication, Hoechst DNA content imaging, 48 h | Potency, µM (doses to about 46.1 µM), for the others: top-dose re-replication activation, actives largely listed as activators | hit rate 1.8% among 340,000 | AID 624297; also: potency is read from the fitted curve at half-maximal effect; % of control where 0% means no effect; nearly all actives have a fitted effect of over 55% in size
#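 DNA re-replication was detected as more nuclei of elevated Hoechst intensity after 48 hr exposure to compound (23 nL pinned per well of 250 cells).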
# ATXN2 expr inh – reduces ATXN2 reporter expression in HEK-293 cells; Potency, µM (doses to about 57 µM), for the others: at the highest dose activity change, negative = inhibition, hits mostly inhibitors; hit rate 0.72% among 360,000; HEK-293 ATXN2-luciferase reporter, luminescence, 24 h; also: potency is read from the fitted curve at half-maximal effect; % is scaled to controls: 0 for no effect and ±100 for the full control effect; nearly all actives have a fitted effect of over 55% in size
#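 qHTS (up to 57 uM final) was run with 24 h compound exposure of reporter cells at 37 °C. Each well was multiplexed: SteadyGlo luminescence measured ATXN2-luciferase expression after a fluorogenic Gly-Phe-AFC viability readout (25 uM final).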
# MCF10A rerep – inducers of DNA re-replication in MCF 10A breast cells; Potency, µM (titrated, usually from 46.1 µM), without a hit: top-dose activity, positive = re-replication, usual class: activators; hit rate 2.9% among 350,000; MCF 10A DNA re-replication, Hoechst nuclear intensity, 48 h; also: potency is read from the fitted curve at half-maximal effect; % of control where 0% means no effect; nearly all actives have a fitted effect of over 50% in size
# HT1080NT lethal – kills 2HG-producing HT-1080-NT fibrosarcoma cells; HT-1080-NT fibrosarcoma viability, CellTiter-Glo ATP luminescence, 48 h; Potency, µM (highest dose often 46.1 µM), inactives show top-dose activity, negative = less viability, actives largely listed as cytotoxic; hit rate 1.6% among 360,000;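 also: NT is the 2HG producing partner of a matched IDH1 knockdown line; potency is read from the fitted curve at half-maximal effect; 0% = DMSO-treated cells and -100% = media-only wells without cells; nearly all actives have a fitted effect of over 55% in size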
#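 Viability by CellTiter-Glo luminescence after 48 h compound exposure at 37C of HT-1080-NT cells (750/well, RPMI, 5% FBS). % activity scaled between DMSO wells and medium-only wells, then curve-fitted and categorized by curve class.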
# ATXN viability – cell viability loss in ATXN counter-screen | S2 cells (HEK-293 line with an ATXN2-luciferase reporter) viability, CellTiter-Fluor protease fluorescence, 24 h | Potency, µM (series often up to 56.7 µM), hits mostly cytotoxic | hit rate 0.49% among 400,000; also: potency is read from the fitted curve at half-maximal effect; nearly all actives have a fitted effect of over 40% in size
# KB-3-1 tox – kills parental KB-3-1 adenocarcinoma cells | KB-3-1 viability, CellTiter-Glo ATP luminescence, 72 h | hit rate 1.4% among 400,000 | AID 1347075 | Potency, µM (titrated, usually from 46.1 µM), inactives show at the top dose activity change, negative = cytotoxic, hits mostly cytotoxic; also: potency is read from the fitted curve at half-maximal effect; % is scaled to controls: 0 for no effect and ±100 for the full control effect; nearly all actives have a fitted effect of over 60% in size
#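 Viability of parental KB-3-1 cells, measured by CellTiter-Glo luminescence, followed a 72 h incubation at 37 °C with pinned compounds in phenol-red-free DMEM containing 10% FBS.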
# Starred values were filed as active, the others as inactive; i = inactive; ? = inconclusive; nt = not tested or not shown; & = joins results of further samples; [ ] = remark or other dose. Unless noted, calls follow the shape of the dose curve; as a rule, active = well fitted curve in the direction sought with a large enough effect; inconclusive = small, poorly fitted or top-dose-only effect, or another doubt; inactive = no such curve, though single readings can be large; an effect the other way counts as inactive or inconclusive.
(1) Cc1cccc(-n2c(Cc3ccccc3)nnc2SCc2ccc([N+](=O)[O-])cc2)c1
(2) CC1CCCC(NC(=O)CCNC(=O)c2ccc(Cl)cc2)C1C (stereo not given)
(3) CCn1nc([N+](=O)[O-])c(C(C#N)c2nc3ccccc3n2C)c(Cl)c1=O (stereo not given)
(4) Cc1ccc2nc(/C(C#N)=C\c3ccc(OC(=O)c4cccs4)cc3)[nH]c2c1
(5) O=C(NCCSCc1ccccc1)C1CCN(S(=O)(=O)Cc2ccccc2)CC1
(6) Cc1nnc(SCC(=O)N2CCCC(N3CCN(c4ccc(F)cc4)CC3)C2)o1 (stereo not given)
(7) NS(=O)(=O)c1cccnc1Nc1ccc(Cl)c(Cl)c1
(8) COc1cccc(Nc2ccccc2C(=O)O)c1
(9) Cc1cc(S(=O)(=O)N2CCN(c3ccccn3)CC2)c(C)cc1Cl
(10) c1ccc2c(NCC3CCCO3)nc(-c3ccncc3)nc2c1 (stereo not given)
compound no.	1	2	3	4	5	6	7	8	9	10
HT1080 IDH1KD tx	-11%	-9%	?	7.9µM*	nt	-1%	-18%	-7%	-25%	-2%
KB-V1 cytotox	7.3µM*	?	0%	?	?	?	4%	-1%	11%	?
IL-1B inflam inh	0	-7	-94*	?	nt	i	-20	26	0	-27
SW480 rerep	0%	16%	-2%	-3%	nt	-2%	1%	-10%	-4%	1%[9.22 µM]
ATXN2 expr inh	-12%	-9%	-3%	23%	5%	-6%	-2%	0%	-16%	5%
MCF10A rerep	?	2%	?	?	nt	-10%	13%	18%	-7%	-6%
HT1080NT lethal	-2%	-3%	?	7.9µM*	nt	7%	-19%	-3%	-7%	-3%
ATXN viability	i	i	i	?	i	i	i	i	i	i
KB-3-1 tox	?	1%	0%	?	4%	-9%	0%	6%	-5%	5%

(11) COC(=O)Cc1c(C)c2ccc(O)c(CNCc3ccc(OC)c(OC)c3)c2oc1=O
(12) Cc1cc(C)cc(-n2nnnc2SCC(=O)Nc2nc(-c3ccc(Cl)cc3)cs2)c1
(13) O=C(C1CCCN(S(=O)(=O)c2cccc3cccnc23)C1)N1CCN(c2ccc(F)cc2)CC1 (stereo not given)
(14) Cc1ccc(C)c(NC(=S)NCCCN2CCOCC2)c1
(15) CC1(C)Oc2ccc3ccc(=O)oc3c2/C(=C/N)C1=O
(16) CCOC(=O)C1CCCN(C(=O)c2ccc3c(c2)OCCO3)C1 (stereo not given)
(17) O=C(Cc1ccc(F)cc1)Nc1nccs1
(18) Cc1c(Cl)cccc1N(Cc1ccc(C(=O)O)cc1)S(=O)(=O)c1ccccc1
(19) COc1ccc(-c2noc(N3CCCC(C(=O)Nc4cc(F)ccc4F)C3)n2)cc1 (stereo not given)
(20) CSc1ccccc1OCc1cc(C(=O)NCCCc2ccccc2)no1
compound no.	11	12	13	14	15	16	17	18	19	20
HT1080 IDH1KD tx	7%	0%	-4%	13%	-15%	5%	0%	-18%	1%	6%
KB-V1 cytotox	17%	0%	-17%	-13%	?	0%	-3%	?	-5%	-15%
IL-1B inflam inh	40	0	7	-1	-16	16	10	12	0	-11
SW480 rerep	?	2%	-3%	-12%	-2%	-20%	-6%	-7%	1%	-8%
ATXN2 expr inh	-6%	-7%	?	-16%	34%[activator]	0%	nt	-4%	22%	1%
MCF10A rerep	?	-6%	6%	-10%	9%	0%	-5%	1%	1%	-1%
HT1080NT lethal	9%	-1%	-4%	16%	-14%	-2%	-4%	-6%	-1%	5%
ATXN viability	nt	i	?	i	i	i	i	i	i	i
KB-3-1 tox	2%	11%	0%	9%	-29%	-6%	1%	-1%	4%	8%

# Complete entries from above. Values in the order: HT1080 IDH1KD tx | KB-V1 cytotox | IL-1B inflam inh | SW480 rerep | ATXN2 expr inh | MCF10A rerep | HT1080NT lethal | ATXN viability | KB-3-1 tox
# `CC1(C)Oc2ccc3ccc(=O)oc3c2/C(=C/N)C1=O` is entered as -15% | ? | -16 | -2% | 34%[activator] | 9% | -14% | i | -29%
# `CSc1ccccc1OCc1cc(C(=O)NCCCc2ccccc2)no1` is entered as 6% | -15% | -11 | -8% | 1% | -1% | 5% | i | 8%

# Next part
(21) O=C(O)c1ccccc1C(=O)Nc1ccccc1NC(=O)c1ccccc1C(=O)O
(22) CC(Oc1ccc(F)cc1)C(=O)Nc1cc(S(=O)(=O)N2CCCCC2)ccc1N1CCN(C)CC1 (stereo not given)
(23) CN1CCc2ccc(NC(=O)c3ccc(C(F)(F)F)cc3)cc2C1
(24) COC(=O)c1c(C)[nH]c(C(=O)OCC(=O)N(CC(C)C)c2c(N)n(Cc3ccccc3)c(=O)[nH]c2=O)c1C
(25) O=S1(=O)CCC(NC(=S)SCCOc2ccccc2)C1 (stereo not given)
(26) O=c1c2ccccc2sc2ccc(Cl)cc12
(27) COCCNC(=O)[C@H]1C[C@@H]1[C@H](NP(=O)(c1ccccc1)c1ccccc1)c1ccccc1
(28) O=c1[nH]c(-[n+]2ccc3ccccc3c2)c(/C=N/N=C(\[O-])c2ccccc2)s1
(29) CC[C@H](C)[C@H](NC(N)=O)C(=O)Nc1ccc(NC(C)=O)cc1
(30) O=C1OC(OC2CCCCC2)(c2ccccc2)c2ccccc21 (stereo not given)
compound no.	21	22	23	24	25	26	27	28	29	30
HT1080 IDH1KD tx	?	-15%	-12%	-5%	-16%	26%	6%	0%	22%	-5%
KB-V1 cytotox	3%	-1%	-5%	-14%	-24%	-28%	-10%	0%	5%	?
IL-1B inflam inh	13	?	4	-20	?	8	23	5	16	-9
SW480 rerep	3%	-3%	-2%	1%	-139%[1.84 µM]	-1%	-4%	-8%	-9%	0%
ATXN2 expr inh	65%[activator]	-12%	6%	3%	-18%	18%	1%	0%	2%	-19%
MCF10A rerep	?	14%	?	12%	-2%	12%	-15%	-46%[inhibitor]	-19%	8%
HT1080NT lethal	?	-10%	-18%	-1%	-24%	22%	12%	15%	19%	11%
ATXN viability	i	i	nt	i	?	i	i	i	i	i
KB-3-1 tox	-3%	1%	?	0%	-3%	-19%	-6%	0%	13%	5%

# As entered above.
# compound 28 in ATXN2 expr inh → 0%
# compound 23 in SW480 rerep → -2%

# Following part:
(31) COc1cc(OC)c(N(C)C(=O)CCNC(=O)Cn2cnc3ccccc3c2=O)cc1Cl
(32) O=C(Nc1cccs1)OCCN1CCN(Cc2ccccc2)CCC1=O
(33) O=C(NCc1ccc(F)cc1)C(=O)NCC1OCCN1S(=O)(=O)c1cc(F)ccc1F (stereo not given)
(34) CC1CN(c2nn3c(=O)c4ccccc4nc3c3ccccc23)CC(C)O1 (stereo not given)
(35) CS(=O)(=O)N1CCCC(C(=O)NC2CCCCCCC2)C1 (stereo not given)
(36) Cc1cnc(CNC(=O)CC2C(=O)NCCN2Cc2cccc(F)c2F)cn1 (stereo not given)
(37) Cc1ccccc1NC(=O)COc1ccc2c(c1)OC(C)(C)CC2=O
(38) COc1ccc(C(=O)NCCCc2ccccc2)cc1
(39) C=CCNc1nc(C2(C)CC3(CC(C)(C)OC3=O)C(=O)O2)cs1 (stereo not given)
(40) COC(=O)Cn1c(=NC(=O)c2ccc(OC)c(OC)c2)sc2cc(OC)ccc21
compound no.	31	32	33	34	35	36	37	38	39	40
HT1080 IDH1KD tx	7%	11%	5%	0%	0%	6%	13%	4%	5%	?
KB-V1 cytotox	28%&13%	5%	8%	21µM*	?	0%	?	-3%	10%	3%
IL-1B inflam inh	-5	-1	-12	-63*	24	35	-27	-9	14	1
SW480 rerep	-5%	14%[9.22 µM]	nt	-15%	13%	0%	-4%	70%	1%	13%
ATXN2 expr inh	17%&0%	4%	nt	-21%	2%	5%	nt	29%	-3%	0%
MCF10A rerep	0%	3%	nt	-9%	23µM*	-1%	-1%	?	-2%	24%
HT1080NT lethal	-4%	0%	8%	-4%	0%	3%	11%	-2%	7%	?
ATXN viability	i	i	i	i	i	i	i	i	i	?
KB-3-1 tox	8%&-3%	2%	-4%	?	3%	7%	0%	-1%	8%	6%

(41) CC(C)Cc1cc(C(=O)NCCCN2CCOCC2)no1
(42) Brc1ccc(CSc2nnc(-c3cccnc3)o2)cc1
(43) Cc1c(C(C)NC(=O)Nc2ccc(F)cc2F)cnn1C (stereo not given)
(44) CC(=O)c1cccc(-n2c(=O)c3c4c(sc3n(Cc3ccccc3Cl)c2=O)CN(C(C)=O)CC4)c1
(45) COc1ccc(-c2csc3ncnc(Oc4cccc5ccc(C)nc45)c23)cc1
(46) Cc1ccc(C2=CC(=O)CC(C)(C)C2)cc1
(47) O=C(NNC(=O)c1cc(F)c(F)cc1Cl)c1ccc(NS(=O)(=O)c2cccs2)cc1
(48) Cc1cccn2c(=O)c3cc(C(=O)NC4CCCC4)c(=N)n(C4CCCC4)c3nc12
(49) COc1nccnc1NS(=O)(=O)c1ccc(NC(=S)NC(=O)c2ccc(F)cc2)cc1
compound no.	41	42	43	44	45	46	47	48	49
HT1080 IDH1KD tx	4%	-12%	-18%	nt	-29%	2%	-9%	?	2%
KB-V1 cytotox	9%	3%	2%	-2%	0%	-22%	-5%	?	0%
IL-1B inflam inh	25	12	5	nt	-9	12	-19	-9	8
SW480 rerep	-2%	-1%	-3%	nt	6%	-6%	1%	7.1µM*	0%
ATXN2 expr inh	4%	-3%	0%	-10%	-12%	8%	nt	-20%	-6%
MCF10A rerep	10%	-18%	-2%	nt	18%	-3%	0%	3.5µM*	7%
HT1080NT lethal	-2%	-11%	24%	nt	-5%	-6%	-2%	?	-4%
ATXN viability	i	i	i	i	i	i	i	nt	i
KB-3-1 tox	1%	-1%	5%	-4%	0%	-15%	4%	?	-3%

# Results in sequence from above:
# MCF10A rerep, nos. 41 to 47 → 10%, -18%, -2%, nt, 18%, -3%, 0%
# KB-3-1 tox, nos. 41 to 47 → 1%, -1%, 5%, -4%, 0%, -15%, 4%
# HT1080 IDH1KD tx, nos. 41 to 47 → 4%, -12%, -18%, nt, -29%, 2%, -9%

# High-throughput results (PubChem BioAssay)
